# Screens as filed in PubChem BioAssay.
# mHTT-CaM PPI inh: mutant huntingtin-calmodulin interaction inhibitors – biochemical, AlphaScreen, primary screen. P42858. AlphaScreen His-mHTT/GST-CaM binding, luminescence. inhibition, % at 15 µM. hit rate 3.6% among 190,000. AID 1671202, 2021;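 further: 0% = both proteins with DMSO and 100% = one protein alone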
# Pf apPOL block: Pf-apPOL inhibitors, biochemical, fluorescence; Plasmodium falciparum apicoplast DNA polymerase (apPOL); Recombinant Pf-apPOL, molecular beacon fluorescence, 1.5 h; inhibition, % at 10 µM; hit rate 0.25% among 210,000
# * = called active by the depositor; i = inactive; nt = no result given; & = joins results of further samples. No stated cut-off is given here; in the data, active means inhibition above about 50%; inactive means the rest.
compound,mHTT-CaM PPI inh,Pf apPOL block
O=C(CCS(=O)(=O)Cc1ccccc1Cl)NCc1cccnc1,-3,-13
O=[N+]([O-])c1ccc(N2CCCCC2)cc1,nt,0&-8
O=S(=O)(c1ccc2nc(-c3ccccc3)[nH]c2c1)N1CCN(c2ccccn2)CC1,22,0
O=C(CSc1ccccn1)Nc1ccc(O)c(C(=O)O)c1,4,17
Cc1ccc(NS(=O)(=O)c2cccc(C(=O)Nc3ccccc3C(=O)O)c2)cc1,8,-6
Nc1c(S(=O)(=O)O)cc(Br)c2c1C(=O)c1ccccc1C2=O,39,0
Cc1cc(-c2ccccc2)c2c3c(c(-c4ccccc4)n2n1)c(=O)n(C)c(=O)n3C,-2,-9
CC(=O)Nc1ccc2c(c1)C(N1CCOCC1)=Nc1ccccc1O2,1,-5
O=C(CCc1ccccc1)Nc1nnc(SCC(=O)c2ccccc2)s1,-9,-7
O=C(Cn1ccnc1)N1CCCC(OCc2nc(C3CC3)no2)C1 (stereo not drawn),-10,-5
COc1ccccc1N1CCN(C2CC(=O)N(c3ccc(Br)cc3)C2=O)CC1 (stereo not drawn),4,-6
N=C1NC(=O)/C(=C/c2ccc(Cl)cc2Cl)S1,7,56*
O=C1C=C(SCC(=O)Nc2ccc(Cl)cc2Cl)SC(c2ccccc2Cl)C1 (stereo not drawn),nt,-4
O=c1c(CN2CCSCC2)coc2c(Cl)cc(Cl)cc12,-5,-2
CC1(C)CC(=O)C=C(NN2CCOCC2)C1,2,1

# Pulled by compound from the list above, 2 records:
compound,mHTT-CaM PPI inh,Pf apPOL block
O=C1C=C(SCC(=O)Nc2ccc(Cl)cc2Cl)SC(c2ccccc2Cl)C1 (stereo not drawn),nt,-4
O=C(Cn1ccnc1)N1CCCC(OCc2nc(C3CC3)no2)C1 (stereo not drawn),-10,-5

# Next part
compound,mHTT-CaM PPI inh,Pf apPOL block
CCc1c(C#N)c(N)nc(SCc2ccccc2C)c1C#N,-16,-1
CC(C)NC(=O)c1ccc(-n2cccc2)nc1,2,-2
O=C1Nc2ccc(Br)cc2/C1=C/c1ccc(O)c(O)c1,96*,2
Cc1ccc(S(=O)(=O)Nc2ccccc2C(=O)N2CCCC2)cc1,4,-4
Cc1cc(OCC(=O)Nc2cccc3nsnc23)cc(C)c1Cl,-3,13
Cc1cc(C)n(C(=O)c2ccc(Cl)cc2[N+](=O)[O-])n1,19,3
O=C(NC1CC1)c1cnn2c(-c3cccs3)ccnc12,1,-6
CCCOc1ccc2c(=O)c(-c3ccccc3)coc2c1C,-16,-2
COc1ccc(-n2ncc3c(NC(c4ccccc4)c4ccccc4)ncnc32)cc1,15,-1
Cc1ccc(C)c(-c2nn(-c3ccccc3)cc2C=NC2CCS(=O)(=O)C2)c1 (stereo not drawn),3,-2
CCOc1ccc(CN2CCc3nc(N4CCN(CC)CC4)ncc3C2)cc1OCC,20,-4
O=C(COc1ccc(Cl)cc1)NCC1(c2ccc(F)cc2)CC1,-15,-12
COc1cccc(CC(=O)N2CCCC2c2c(C)noc2C)c1 (stereo not drawn),1,0
O=[N+]([O-])c1ccccc1OC1OC(CO)C(O)C(O)C1O (stereo not drawn),0,2&-11
COc1ccc(OCc2nc(C(=O)N3CCCC3)cs2)cc1,2,-2
COc1ccc(CN2CCCC2c2c(C)noc2C)cc1 (stereo not drawn),-14,-3
CC1=NN(c2ccccc2)C(=O)C1=Cc1c(C)[nH]n(-c2ccccc2)c1=O,nt,-3
CN(C(=O)C1CCN(c2ncnc3c2nc2n3CCCCC2)CC1)c1ccccc1,7,1
Cc1ccc(CNC(=O)Cc2nc3nc(C)cc(C)n3n2)cc1,-4,-11
CCOc1cc(C2C(C(=O)OC(C)C)=C(C)NC3=C2C(=O)C(C(=O)OC)C(C)C3)cc(Cl)c1O (stereo not drawn),-5,-12
O=C(NC1CCCC1)c1ccc(-n2nc(N3CCCC3)ccc2=O)cc1,2,5
Cc1ccc(Cl)cc1N1C(=O)c2ccccc2C1C(=O)NC1CCCCC1 (stereo not drawn),14,-18
CN(C)C=CC=CC=C1c2ccccc2-c2ccc([N+](=O)[O-])cc21,nt,-9
CCn1ccc2c(cc(C(=O)Nc3cccc(F)c3)n2C)c1=O,-3,-3
NS(=O)(=O)c1ccc2c(c1)C(=O)c1cc(S(N)(=O)=O)ccc1-2,6&2,1&0
O=c1/c(=C/c2ccccn2)sc2n1CN(c1cccc(C(F)(F)F)c1)CN=2,1,-22
Cc1ccc(-n2nc(C)c3sc(N4CCCN(C(=O)C(C)C)CC4)nc32)cc1,11,3
COc1ccc2nc(Sc3c(-c4ccccc4)c4ccccc4[nH]c3=O)[nH]c2c1,44,-11
CCCN1CCC(N2CCCC2c2nc(-c3ccccc3)n[nH]2)CC1 (stereo not drawn),24,-3
O=C1C2C3c4ccccc4C(/C=N/O)(c4ccccc43)C2C(=O)N1c1ccc(Br)cc1 (stereo not drawn),i,3
CCOc1ccc(Nc2ncnc3c2cnn3Cc2ccccc2)cc1,9,1
CC(=O)c1cc2c(cc1NC(=O)c1cnn3c(C(F)(F)F)cc(-c4ccco4)nc13)OCO2,-1,-4
COc1ccc(CCNC(=O)c2c(-c3ccccc3)noc2C)cc1OC,-4,0
COc1cc(Cl)ccc1C(=O)N1CCn2cnnc2C1,-13,-2
CC(=O)n1c2c(c3ccccc31)OC(N)=C(C#N)C2c1cccc([N+](=O)[O-])c1 (stereo not drawn),8,-10
CCC1CCCCN1C(=O)NC1(C(F)(F)F)Oc2ccccc2O1 (stereo not drawn),0,-5
O=C(Cn1[nH]c2c(cnc3ccc(F)cc32)c1=O)Nc1ccc(F)cc1F,-1,2
COc1ccc(OC)c(N(CC(=O)Nc2ccc(OCc3ccccc3)cc2)S(C)(=O)=O)c1,33,-8
CCS(=O)(=O)Nc1ccc(C2(C(=O)N(C)Cc3ccccc3)CCCCC2)cc1,13,1
Cn1nc(CC(=O)Nc2ccc3c(c2)OCCO3)c2ccccc2c1=O,1,-1
CC1C(=O)N(c2ccccc2Cl)CCN1C(=O)c1ccccc1F (stereo not drawn),-7,0
CCCCc1ccc(NC=C(C#N)C(=O)OC)c(C)c1,nt,-7
Cc1cnc2cc(Cl)c(Cl)cc2n1,-6,0
COc1ccc(C2CCCN2C(=O)Cc2cccc(F)c2)cc1 (stereo not drawn),3,-1
CCNC(=O)c1ccc(N2CCNC(c3ccccc3)C2)nc1 (stereo not drawn),6,-1

# 5 consecutive compounds out of the list so far, for reference:
compound,mHTT-CaM PPI inh,Pf apPOL block
CC1C(=O)N(c2ccccc2Cl)CCN1C(=O)c1ccccc1F (stereo not drawn),-7,0
CCCCc1ccc(NC=C(C#N)C(=O)OC)c(C)c1,nt,-7
Cc1cnc2cc(Cl)c(Cl)cc2n1,-6,0
COc1ccc(C2CCCN2C(=O)Cc2cccc(F)c2)cc1 (stereo not drawn),3,-1
CCNC(=O)c1ccc(N2CCNC(c3ccccc3)C2)nc1 (stereo not drawn),6,-1

# (further entries)
compound,mHTT-CaM PPI inh,Pf apPOL block
N#CCC(=O)C12CC3CC(CC(C3)C1)C2,-8,nt
CCN1/C(=C/c2cccc[n+]2C)Sc2ccccc21,3,-8
O=S(=O)(c1ccccc1)N1CCC(CN2CCCCC2)CC1,8,-6
CN(C)CCN(C)Cc1ccc([N+](=O)[O-])cc1,-6,0
CCNC(=O)c1ccc(C)nc1C1CCN(C(=O)c2ccccc2F)CC1,-1,-3
COc1ccc(C2CC(C(F)(F)F)n3nc(C(=O)N4CCCCC4)cc3N2)cc1OC (stereo not drawn),5,-3
COc1ccc(CNC(=O)NCCS(=O)(=O)c2c(C)[nH]c3ccccc23)cc1OC,-18,-7
COC1(C2=NCCN2)COc2ccccc2O1 (stereo not drawn),nt,-6
Cc1c(Cl)cccc1NC(=O)CCc1ccc2nc[nH]c2c1,-2,-5
COc1cccc(CNC(=O)C(=O)Nc2ccc(F)cc2)c1,-2,-2
CCn1c(=O)c(-c2nc(-c3cccc(Br)c3)no2)c(O)c2ccccc21,-2,-4
COC(=O)C1=C(C)NC2=C(C(=O)CC(C)(C)C2)C1c1cn[nH]c1-c1cccs1 (stereo not drawn),nt,-1
CCOC(=O)Nc1nc2c(s1)CN(S(=O)(=O)N(C)C)CC2,-9,-6
CC(C)(C)n1nc2c(c1NC(=O)c1ccccc1Cl)CSC2,27,3
COc1ccccc1C(=O)N1[C@@H](C(C)C)COc2cc(Br)ccc2S1(=O)=O,-14,-4
Cc1ccc(S(=O)(=O)N(C)C)cc1NS(=O)(=O)c1cccc(C(F)(F)F)c1,nt,-1
CCOC(=O)N1CCN(C(=O)Cc2csc(NC(=O)c3cnccn3)n2)CC1,4,-14
Cc1ccc(S(=O)(=O)NC(Cc2c[nH]c3ccccc23)C(=O)O)cc1 (stereo not drawn),-3,-3
Cc1sc2ncnc(N3CCCCC3)c2c1C(=O)Nc1cc(F)c(F)c(F)c1,-18,2
CC(=O)Nc1ccc(S(=O)(=O)Nc2ccc(S(=O)(=O)Nc3nccc(C)n3)cc2)cc1,-8,-4
CS(=O)(=O)Nc1nnc(SCC(=O)Nc2cccc([N+](=O)[O-])c2)s1,12,7
C[C@H]1CN(Cc2ccccc2)C(=O)[C@@H]1CC(=O)Nc1ccccc1,1,0
O=C(NCCc1ccc(F)cc1)C1CC(=O)N(CCc2c[nH]c3ccc(Cl)cc23)C1 (stereo not drawn),8,-2
Cc1ccccc1-c1nc(C2CCN(S(=O)(=O)c3cc(F)cc(F)c3)CC2)no1,-15,-1
COc1ccc2c(c1)CCC/C2=N\OC(=O)c1cc(OC)c(OC)c(OC)c1,i,-7
CC(C)CNc1cccc2c1S(=O)(=O)N[C@H](C)CO2,-4,0
Cc1ccc(CCNC(=O)c2ccc3c(c2)nc2n3CCCCC2)cc1,-4,-5
COC(=O)C1CN(Cc2ccc(F)cc2)CCS(=O)(=O)N1Cc1cn(Cc2ccc(OC)cc2)nn1 (stereo not drawn),-14,-4
CC1(C)Cc2nc(Cl)ccc2C(O)C1 (stereo not drawn),0,-3
CCCCCCSc1nnc2c(n1)OC(C)N(C(C)=O)c1ccccc1-2 (stereo not drawn),24,4
O=C(NNc1ccc(F)cc1)c1cc(OCC(F)(F)F)nc(OCC(F)(F)F)c1,nt,-4
COc1cc(NC(=O)C2CC(=O)N(c3cccc(NC(C)=O)c3)C2)cc(OC)c1OC (stereo not drawn),6,-2
CSc1nnc(SC)n1CCNC(=O)Nc1cccc(Cl)c1,nt,0&-6
Cc1ccccc1N1C(=O)C2C(c3ccccc3)OC3(C(=O)c4ccccc4C3=O)C2C1=O (stereo not drawn),26,7
N#CC1=C(N)Oc2cc(O)c(C=Nc3ccc(Br)cc3)cc2C1c1ccco1 (stereo not drawn),100*,1
CC(C)c1noc(C2(NC(=O)c3cnccn3)CCCCC2)n1,2,-1
CCCN1CCN(c2ncc3c(n2)CCN(Cc2ccccc2OC)C3)CC1,15,5
O=C(NCc1ccc(F)cc1)c1cnn2c(-c3ccccc3)ccnc12,-15,0
Clc1ccc(C2=CC(c3ccc(Br)cc3)n3ncnc3N2)s1 (stereo not drawn),20,-5
CCn1ccc2oc(C)c(C(=O)NCc3ccccc3)c2c1=O,-11,-2
CN1CCN(CCNC(=O)c2cc3cn(C4CCCC4)cc3s2)CC1,7,-5
COc1ccc(C(=O)Nc2cc(C)cc(C)c2)cc1,-6,2
CC(C)c1ccc(C(=O)N2CCC(COc3ccc(C(=O)NC4CC4)cc3)CC2)cc1,16,-4
CCSc1nc(O)c(C(C)CC)c(=O)[nH]1 (stereo not drawn),-2,-8
O=C(Nc1ccc2c(c1)OCO2)c1ccccc1[N+](=O)[O-],1,-6
Cc1c(S(=O)(=O)c2ccc(Cl)cc2)csc1C(=O)N(C)c1nnc(C(F)(F)F)s1,nt,-4
CCN1c2cc(F)ccc2C(=O)NC12CCN(C(=O)c1ccccc1)CC2,-10,-1
O=C(C1=C(O)C(=O)N(Cc2cccnc2)C1c1ccc(Cl)c(Cl)c1)c1cccs1 (stereo not drawn),23,0
COc1cc(OC)cc(C(=O)N2CCn3cnnc3C2)c1,-5,-1
CC(=O)c1cccc(N2C(=O)c3cccc([N+](=O)[O-])c3C2=O)c1,-12,3
NS(=O)(=O)c1ccc2c(c1)C1C=CCC1C(c1ccc(Br)cc1)N2 (stereo not drawn),84*,3
Cc1nc(C)c(C(C)C)c(N2CCN(C(=O)c3ccc(Cl)cc3)CC2)n1,22,-9
Cc1noc(C)c1C1CCCN1C(=O)Nc1ccccc1Br (stereo not drawn),-7,-4
O=C(NCc1ccc(F)cc1)c1sc2ccccc2c1Cl,-16,-3
O=[N+]([O-])c1ccc2c(c1)Cc1cc([N+](=O)[O-])ccc1-2,6,nt
COCc1nnc(NC(=O)c2ccc(S(=O)(=O)N3CCCCC3C)cc2)o1 (stereo not drawn),15,-42
COc1cc(C)cc2oc(=O)c(Cc3ccccc3)c(C)c12,-12,0
CCOc1ccc(NC(=O)C2C(c3ccccc3)C2(Cl)Cl)cc1 (stereo not drawn),-22,-5
COc1ccccc1NC(=O)N1CCn2c(C)ccc2C1C(C)C (stereo not drawn),6,0
Clc1ccc(C=Nc2ccc3c(c2)OCCOCCOCCOCCO3)c(Cl)c1,5,-1
CCOc1ccc(OCCCOc2ccccc2[N+](=O)[O-])cc1,5,-10
CCCN1CCN(C(=O)C2(c3ccc(NC(=O)C4CC4)cc3)CCCCC2)CC1,10,0
